# Assay outcomes from PubChem.
# PP1 inh = counter-screen for PP5 inhibitors: inhibitors of human PP1-alpha | P62136 | purified PP1alpha, OMFP fluorescence | inhibition, % at 6.7 µM | 320,000 tested, 0.9% active;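 active = inhibition above the mean inhibition of all tested compounds plus 3 SD, computed separately for each screening campaign, cut at about 15% in these data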
# GRK2 aptamer HTS = human GRK2 inhibition via aptamer displacement. P25098. bead flow cytometry, FAM-aptamer displacement from GRK2. inhibition of aptamer binding, % at 10 µM. 330,000 tested, 0.59% active;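 active = inhibition of aptamer binding above 40%, roughly 3 SD of noise, on plates passing a quality check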;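 also: median bead fluorescence of bound FAM aptamer so fluorescent compounds give negative values; no value below 0 was filed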
# procasp3 activ = activators of human procaspase-3; P42574; recombinant procaspase-3 D3A, Ac-DEVD-pNA absorbance 405 nm; activation, % at 8.5 µM; 330,000 tested, 0.11% active;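 active = activation above the mean of all tested compounds plus 3 SD, cut at about 21% in these data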;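 also: 0% = DMSO alone and 100% = DMSO wells spiked with extra 5 µM PC-3 D3A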
# Target sequence (P42574 whole entry D9A/D28A/D175A): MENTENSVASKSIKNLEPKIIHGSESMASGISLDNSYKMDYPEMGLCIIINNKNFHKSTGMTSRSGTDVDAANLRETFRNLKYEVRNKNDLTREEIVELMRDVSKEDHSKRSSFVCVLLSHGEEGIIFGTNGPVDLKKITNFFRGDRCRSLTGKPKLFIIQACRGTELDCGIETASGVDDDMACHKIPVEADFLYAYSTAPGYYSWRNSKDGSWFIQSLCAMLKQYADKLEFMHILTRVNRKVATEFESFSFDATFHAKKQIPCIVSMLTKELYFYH
#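 System: Procaspase-3 D3A mutant. Medium: Zinc-free 300 mM NaCl, 50 mM HEPES, 0.01% Triton X-100. Schedule: 1 h preincubation plus 2 h reaction at 25 °C. Measured by: 405 nm absorbance of p-nitroaniline, reads at 0 and 120 min. Read-out: percent activation relative to control range.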
# HCV core dimer = blocks dimerization of HCV core protein; TR-FRET GST/Flag-core106 dimerization, 1536-well; inhibition, % at 5 µM; 300,000 tested, 0.33% active;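 active = inhibition above the mean of all tested compounds plus 3 SD, set per screening campaign, cut at about 45% in these data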
#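 Assay system – GST-tagged and Flag-tagged HCV core protein residues 1-106 · Quantity – core106 proteins, GST 13.5 nM and Flag 17 nM · Benchmarks – unlabelled core106 and no-GST-core106 wells · Read-out basis – percent inhibition of core106 dimerization signal · Detection – time-resolved FRET, ex 340 nm, em 617 and 671 nm · Schedule – 4 h at 22.5 °C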
# VLA-4 inh = inhibition in a human VLA-4 binding assay; P13612; VLA-4 expressing cells, ligand binding flow cytometry; inhibition, % (about 7 µM as worked out from the volumes in the protocol); 330,000 tested, 0.2% active; AID 2557; in the data active = inhibition above about 50%
# PP5 primary = inhibitors of human protein phosphatase 5 (PP5); 320,000 tested, 0.18% active; inhibition, % at 6.7 µM; AID 1987; purified PP5c, OMFP substrate fluorescence;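 active = inhibition above the campaign's mean inhibition across all tested compounds plus 3 SD, cut at about 9.5% in these data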;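 also: 0% = DMSO only and 100% = 100 µM cantharidin control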
# Target sequence (P53041 whole entry, looked up): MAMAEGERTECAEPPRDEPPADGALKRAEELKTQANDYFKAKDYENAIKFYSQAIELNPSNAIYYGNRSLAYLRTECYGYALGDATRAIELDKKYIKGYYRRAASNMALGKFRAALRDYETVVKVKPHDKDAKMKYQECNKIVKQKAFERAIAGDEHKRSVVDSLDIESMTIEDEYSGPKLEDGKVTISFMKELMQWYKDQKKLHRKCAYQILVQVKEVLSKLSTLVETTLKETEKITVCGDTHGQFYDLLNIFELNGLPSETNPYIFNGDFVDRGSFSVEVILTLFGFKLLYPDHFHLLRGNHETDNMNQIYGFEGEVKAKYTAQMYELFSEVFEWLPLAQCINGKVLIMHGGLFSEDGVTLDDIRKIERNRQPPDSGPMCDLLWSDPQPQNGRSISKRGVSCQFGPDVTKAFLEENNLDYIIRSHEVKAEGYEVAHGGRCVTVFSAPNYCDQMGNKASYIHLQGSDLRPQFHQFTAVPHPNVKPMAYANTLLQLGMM
# proCasp7 act = counter-screen: procaspase-7 (human) activation; P55210; AID 463210; activation, % at 8.5 µM; 330,000 tested, 0.093% active; recombinant procaspase-7, Ac-DEVD-pNA absorbance 405 nm; D23A/D198A/D206A triple mutant, cannot self-cleave; scale: DMSO 0, 5 µM enzyme 100;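 active = percent activation above the screen-wide mean plus 3 SD, cut at about 25% in these data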
#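 Replicates: singlicate. Assay system: Procaspase-7 triple mutant (PC-7 D3A). Signal: 405 nm absorbance of p-nitroaniline. Times: 1 h preincubation, 2 h reaction. Buffer or medium: Zinc-free HEPES pH 7.4 with 300 mM NaCl, 0.01% Triton X-100. Also added: DEVD-pNA substrate. Benchmarks: DMSO wells as 0%, DMSO with 5 µM added PC-7 as 100%.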
# Fh CTSL1 inh = blocks F. hepatica cathepsin L1 in PFM18AAP counter-screen; recombinant F. hepatica cathepsin L1, Z-Leu-Arg-MCA fluorescence; inhibition, % at 5.96 µM; 300,000 tested, 0.49% active;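 active = inhibition above the mean of all tested compounds plus 3 SD, set per screening campaign, cut at about 17% in these data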;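 also: 0% = plate median of test compound wells and 100% = 1 µM Z-Phe-Ala-diazomethylketone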
# GASC-1 inh = human JMJD2C demethylase inhibition; Q9H3R0; GST-JMJD2C(1-420) H3K9me3 demethylation, DELFIA europium; inhibition, % at 2.35 µM; 330,000 tested, 0.069% active; AID 2099;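 active = more than half of a compound's replicate wells show inhibition beyond 50%, single wells judged on their own value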;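 also: signal counts dimethyl H3K9 product captured on neutravidin plate; 0% = median of DMSO wells and 100% = 0.3 times that DMSO median; strong numbers were not always called active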
# The depositor's hits bear a star; · = no result given; & = joins results of further samples.
SMILES,PP1 inh,GRK2 aptamer HTS,procasp3 activ,HCV core dimer,VLA-4 inh,PP5 primary,proCasp7 act,Fh CTSL1 inh,GASC-1 inh
COCCn1c(N)c(S(=O)(=O)c2cccs2)c2nc3ccccc3nc21,-9,0,-9,-26,-5,5.9,-11,3,55
O=C(c1ccc(F)cc1)c1ccc(CN2C(=O)c3ccccc3C2=O)o1,-2,1,3,11,-4,0.7,2,0,-4
CC1CC(C)CN(C(=O)c2ccc(CSc3nc4ccncc4[nH]3)cc2)C1 (centres undefined),-4,1,5,1,2,1.4,-2,-3,8
O=C(c1cccc(Cl)c1)N1CCN(S(=O)(=O)c2ccc(Cl)s2)CC1,3,2,0,·,10,2.4,5,·,·
Cc1ccc2c(CC(=O)OCc3nc(N)nc(Nc4ccccc4C)n3)coc2c1,2,0,-5,-2,17,6.5,4,2,-21
Cc1nn(Cc2ccc(F)cc2)c(C)c1NC(=O)c1noc2c1CCc1ccccc1-2,2,73*,-4,9,4,3.6,-5,1,-8
COc1ccc(C(=O)Nc2ccc(N3CCOCC3)cc2)cc1S(=O)(=O)NC1CCCC1,0,1,7,-2,6,1.4,-4,3,2
O=C1CN(S(=O)(=O)c2cc(Cl)ccc2Cl)CCN1,-1,3,-5,-4,6,0.8,0,2,10
CCN1C/C(=C/c2ccc(OC)c(O)c2)C(=O)/C(=C/c2ccc(OC)c(O)c2)C1,3,5,-4,10,17,0.3,-7,1,-13
Cc1cccc(OCCC(=O)Nc2cc(S(=O)(=O)N3CCCCC3)ccc2N2CCOCC2)c1,-2,0,-3,9,3,5.9,-3,-7,-25
CC(=O)Nc1ccc2nc(-c3ccncc3)[nH]c2c1,-2,2,-2,-4,3,-0.2,0,1,-10
COc1ccc(C)cc1S(=O)(=O)N(CC(=O)Nc1cc([N+](=O)[O-])ccc1C)c1ccc(C)c(C)c1,2,0,-3,12,0,3.6,0,-3,-1
Cc1ccc(C)c(S(=O)(=O)N2CCN(C(=O)c3cccn3C)CC2)c1,-4,5,2,-2,4,1.4,7,-1,-10
CC(C)Cc1ccc(S(=O)(=O)N2CCCC2)cc1,-4,0,13,7,2,2.8,-2,-3,-5
N/C(=N\OS(=O)(=O)c1ccc(Cl)cc1)c1ccncc1,-3,1,-2,-1,-2,-0.8,6,24*,-2
Cn1nc(C(=O)Nc2nc(-c3ccc(F)cc3)cs2)ccc1=O,10,2,0,-1,-1,-1.9,3,2,8
Clc1ccccc1/C=C/C=N/Nc1nc(N2CCOCC2)nc(N2CCOCC2)n1,1,8,-3,-4,-3,0.7,1,5,-3
COc1ccc(/C=N/NC(=O)CN2CCSCC2)cc1C,-3,3,0,4,-3,-1.5,-3,-1,-2
Cc1cc(OCC(=O)N2CCOCC2)ccc1NC(=O)C1CCCCC1,-1,0,11,-2,7,-2.0,-8,7,2
O=C(Nc1ccon1)c1ccc(F)c(S(=O)(=O)N2CCCCC2)c1,2,1,1,-6,10,1.5,-3,7,-9
C=CCn1c(SCn2nnc3ccccc3c2=O)nnc1-c1ccc(F)cc1,-5,0,2,-1,-3,0.9,-10,-2,6
CCCCn1c(N)c(N(CCC(C)C)C(=O)C2CC(=O)N(c3cccc(SC)c3)C2)c(=O)[nH]c1=O (centres undefined),-1,2,-3,-4,-14,1.3,11,-4,-7
O=C(c1ccccc1)C(O)(Cc1ccccc1)c1ccccc1 (centres undefined),4,3,-4,-7,21,3.8,-3,-3,4
COC(=O)[C@H](Cc1ccccc1)NC(=O)N1CCCCC1,9,0,4,-1,-6,-0.3,3,-2,-2
CC(=O)c1[nH]c(C)c(C(=O)N2CCCC(Nc3cccc(F)c3)C2)c1C (centres undefined),-2,2,4,-14,15,3.1,2,-2,-4
Cc1ccc(NC(=S)NCCN2CCOCC2)cc1,-5,0,-9,0,16,-0.2,15,-1,-5
Cc1cc(C(=O)NNc2ccc(C)c(C)c2)no1,-3,0,9,-2,13,2.6,-13,0,1
CC(=O)Nc1ccc(NC(=O)c2sc3nc4c(c(-c5ccc(C)cc5)c3c2N)CCC4)cc1,0,0,0,0,-18,0.2,6,3,-17
CCCc1cc(N2CCC(C(N)=O)CC2)nc(-c2ccccc2)n1,-2,0,5,4,9,-1.5,7,1,109
CC(C)(C)c1cc(C(=O)Nc2ccccc2)ccn1,1,3,3,-4,14,0.5,13,2,2
CCCC1(c2ccccc2)NC(=O)N(CC(=O)c2[nH]c(C)c(C(=O)OCC)c2C)C1=O (centres undefined),3,1,2,24,5,4.9,-15,8,8
COc1cccc(C(=O)NC(C)c2ccc(-c3ccccc3)cc2)c1OC (centres undefined),4,0,4,-10,-3,3.2,5,4,-10
NNC(=O)c1nnn(-c2nonc2N)c1-c1cccs1,-5,3,8,-3,7,4.1,-2,-2,10
O=C(Nc1nc(-c2cccs2)cs1)c1ccco1,-6,0,-5,4,3,-1.9,1,-3,5
O=C(CCC(=O)N1CCN(c2ccccn2)CC1)Nc1nnc(C(F)(F)F)s1,3,0,1,2,5,-2.0,10,-3,1
Cn1c(O)c(/C=N/Nc2ccccc2)c(=O)n(C)c1=O,0,0,2,-3,3,3.5,-17,-1,19
N#CC1=C2SCN(Cc3ccco3)CN2C(=O)CC1c1c(F)cccc1Cl (centres undefined),0,88*,-24,0,-18,-0.9,-25,-1,1
CCOc1ccc(CN2CCN(Cc3[nH]c4ccc(OC)cc4c3C)CC2CCO)cc1 (centres undefined),1,2,3,-6,13,1.2,3,4,-27
COc1ccc(CCNC(=O)c2c(Cl)ccc(Cl)c2OC)cc1OC,0,1,3,5,20,-3.9,-4,2,-1
CC(C)(C)OC(=O)N[C@@H](/C=C/c1ccccc1)C(=O)OC(C)(C)C,2,0,-7,·,6,-0.3,-1,·,1
O=C(Nc1ccc2ccccc2c1)C(=O)C1C(=O)Nc2ccccc21 (centres undefined),6,1,-4,-5,-11,0.5,-9,-5,31
C/C(=N/NC(=O)CN1CCN(Cc2ccccc2Cl)CC1)c1ccco1,-6,2,-3,3,2,0.7,5,-3,8
CCN(CC)CCCNC(=O)CN1N=C(c2ccc(OC)cc2)CCC1=O,-2,0,-2,1,-8,-0.5,4,-3,-7
CN(C)S(=O)(=O)c1ccc(S(=O)(=O)N(CC(=O)Nc2ccccc2)CC2CCCO2)cc1 (centres undefined),-2,0,-4,-1,18,2.0,10,0,5&3
Cc1ccc(-n2c(C)nn(CC3CC3)c2=O)cc1,0,0,7,1,2,2.2,1,-2,4
Nc1ccc(-c2nc3ccc(N)cc3s2)cc1,-5,1,-1,-3,-29,0.9,-10,12,-10
CCC1CCCCN1C(=O)CCn1ccnc1 (centres undefined),-6,1,-4,0,-6,0.1,7,2,0
CC1CN(C(=O)Cn2cc(S(=O)(=O)CC(=O)N(C)c3ccccc3)c3ccccc32)CC(C)O1 (centres undefined),-1,0,9,0,10,-1.0,-2,-1,-4

# Ordered by the number under PP5 primary (descending): 3 of the compounds above
molecule	PP5 primary
Cn1c(O)c(/C=N/Nc2ccccc2)c(=O)n(C)c1=O	3.5
O=C(c1cccc(Cl)c1)N1CCN(S(=O)(=O)c2ccc(Cl)s2)CC1	2.4
CCCc1cc(N2CCC(C(N)=O)CC2)nc(-c2ccccc2)n1	-1.5

# (list continues)
SMILES,PP1 inh,GRK2 aptamer HTS,procasp3 activ,HCV core dimer,VLA-4 inh,PP5 primary,proCasp7 act,Fh CTSL1 inh,GASC-1 inh
CCN1C(=O)/C(=C\N(C)C)c2ccccc21,1,0,9,-4,15,-1.4,7,6,6
O=[N+]([O-])c1ccc(N=NNc2ccccc2)cc1,5,0,-5,-5,-11,4.3,-13,7,3
COc1ccc(-c2c([C@H]3[C@@H]4C=CCC[C@@]4(C)C(=O)N3Cc3ccccc3)ccc3ccccc23)cc1OC,7,0,3,24,4,3.6,0,-6,2
O=C(NCc1ccc2c(c1)OCO2)c1cc([N+](=O)[O-])ccc1N1CCCCC1,0,0,11,14,-22,2.9,9,2,2
Cc1ccccc1Cn1cnc2c(cnn2C(C)(C)C)c1=O,-2,5,10,2,7,-2.9,13,2,-12
O=C1C(=O)N(CCN2CCOCC2)C(c2ccccn2)/C1=C(/O)c1ccc(F)cc1 (centres undefined),0,0,3,-6,17,1.2,-1,3,-18

# Reformatted bar-delimited: 13 of the compounds above.
Structure | PP1 inh | GRK2 aptamer HTS | procasp3 activ | HCV core dimer | VLA-4 inh | PP5 primary | proCasp7 act | Fh CTSL1 inh | GASC-1 inh
COc1ccc(CCNC(=O)c2c(Cl)ccc(Cl)c2OC)cc1OC | 0 | 1 | 3 | 5 | 20 | -3.9 | -4 | 2 | -1
CC(C)(C)OC(=O)N[C@@H](/C=C/c1ccccc1)C(=O)OC(C)(C)C | 2 | 0 | -7 | · | 6 | -0.3 | -1 | · | 1
O=C(Nc1ccc2ccccc2c1)C(=O)C1C(=O)Nc2ccccc21 (centres undefined) | 6 | 1 | -4 | -5 | -11 | 0.5 | -9 | -5 | 31
C/C(=N/NC(=O)CN1CCN(Cc2ccccc2Cl)CC1)c1ccco1 | -6 | 2 | -3 | 3 | 2 | 0.7 | 5 | -3 | 8
CCN(CC)CCCNC(=O)CN1N=C(c2ccc(OC)cc2)CCC1=O | -2 | 0 | -2 | 1 | -8 | -0.5 | 4 | -3 | -7
CN(C)S(=O)(=O)c1ccc(S(=O)(=O)N(CC(=O)Nc2ccccc2)CC2CCCO2)cc1 (centres undefined) | -2 | 0 | -4 | -1 | 18 | 2.0 | 10 | 0 | 5&3
Cc1ccc(-n2c(C)nn(CC3CC3)c2=O)cc1 | 0 | 0 | 7 | 1 | 2 | 2.2 | 1 | -2 | 4
Nc1ccc(-c2nc3ccc(N)cc3s2)cc1 | -5 | 1 | -1 | -3 | -29 | 0.9 | -10 | 12 | -10
CCC1CCCCN1C(=O)CCn1ccnc1 (centres undefined) | -6 | 1 | -4 | 0 | -6 | 0.1 | 7 | 2 | 0
CC1CN(C(=O)Cn2cc(S(=O)(=O)CC(=O)N(C)c3ccccc3)c3ccccc32)CC(C)O1 (centres undefined) | -1 | 0 | 9 | 0 | 10 | -1.0 | -2 | -1 | -4
CCN1C(=O)/C(=C\N(C)C)c2ccccc21 | 1 | 0 | 9 | -4 | 15 | -1.4 | 7 | 6 | 6
O=[N+]([O-])c1ccc(N=NNc2ccccc2)cc1 | 5 | 0 | -5 | -5 | -11 | 4.3 | -13 | 7 | 3
COc1ccc(-c2c([C@H]3[C@@H]4C=CCC[C@@]4(C)C(=O)N3Cc3ccccc3)ccc3ccccc23)cc1OC | 7 | 0 | 3 | 24 | 4 | 3.6 | 0 | -6 | 2
